Assay outcomes as filed in PubChem.
TDP1 inh – TDP1 (human) enzyme inhibition; Q9NUW8; recombinant TDP1, AlphaScreen DNA substrate cleavage; Potency, µM (top dose mostly 130 µM), for inactives: at the highest dose activity change, negative = inhibition, usual class: inhibitors; 350,000 tested, 0.28% active; AID 485290; note: nearly all actives have a fitted effect of over 40% in size
Target sequence (Q9NUW8 whole entry, looked up): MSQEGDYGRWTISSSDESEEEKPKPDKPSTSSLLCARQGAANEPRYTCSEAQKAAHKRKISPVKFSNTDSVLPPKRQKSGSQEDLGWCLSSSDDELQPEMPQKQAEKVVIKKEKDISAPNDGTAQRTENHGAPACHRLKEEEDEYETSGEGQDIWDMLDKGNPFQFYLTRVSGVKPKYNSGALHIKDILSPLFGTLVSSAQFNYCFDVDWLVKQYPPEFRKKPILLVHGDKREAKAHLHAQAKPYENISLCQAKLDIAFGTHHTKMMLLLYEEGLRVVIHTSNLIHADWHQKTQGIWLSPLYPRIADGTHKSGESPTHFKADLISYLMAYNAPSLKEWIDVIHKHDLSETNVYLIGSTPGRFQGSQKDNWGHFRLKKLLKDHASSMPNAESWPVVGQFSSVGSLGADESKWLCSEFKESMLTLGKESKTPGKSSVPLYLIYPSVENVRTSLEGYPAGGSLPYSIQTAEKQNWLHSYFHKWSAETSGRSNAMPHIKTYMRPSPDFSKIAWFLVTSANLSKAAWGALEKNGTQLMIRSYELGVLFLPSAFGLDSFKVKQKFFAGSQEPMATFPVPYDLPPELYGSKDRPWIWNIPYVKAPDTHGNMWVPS
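Recombinant E. coli-expressed Tdp1 (1 nM) preincubated with compound 15 min at RT, then 5'-biotin/3'-phosphotyrosine-FITC DNA substrate (15 nM) added for 5 min. AlphaScreen beads (10 ug/ml) added, 10 min RT; tyrosine-FITC cleavage read as signal loss.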
DT40 TDP1 no CPT – qHTS for Inhibitors of human tyrosyl-DNA phosphodiesterase 1 (TDP1): qHTS in cells in absence of CPT | DT40 Tdp1-/- hTDP1 cells, no CPT, ATP luminescence, 48 h | Potency, µM (highest dose often 46.2 µM), for inactives: at the top dose activity change, negative = growth inhibition, actives largely listed as inhibitors | 420,000 tested, 15% active; note: nearly all actives have a fitted effect of over 55% in size
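Seeded 400 DT40-hTDP1 cells/well (vehicle DMSO, no 20 nM CPT); pinned compounds; ≥48 hr at 37 °C; CellTiter-Glo luminescence as viability measure.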
N370S GC mod – N370S glucocerebrosidase modulation, Gaucher chaperone candidate; P04062; N370S GC spleen homogenate, 4MU-glucoside fluorescence; Potency, µM (top dose mostly 59.4 µM), for inactives: at the highest dose activity change, negative = inhibition, most hits filed as inhibitors; 330,000 tested, 0.092% active; AID 2101;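 note: 0% = full enzyme activity and -100% = no enzyme basal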
* marks the source's active call; other numbers are inactive results; ? = inconclusive; nt = not tested or not shown; & = joins results of further samples; [ ] = another dose, or the depositor's remark. Calls come from the whole dose curve; as a rule, active = well fitted curve in the direction sought with a large enough effect; inconclusive = small, poorly fitted or top-dose-only effect, or another doubt; inactive = no such curve, though single readings can be large; an effect the other way counts as inactive or inconclusive. Unless noted, % is set by controls: 0 for no effect and ±100 for the full control effect; potency is the fitted concentration of half-maximal effect. The list is partial; the hit share may differ from the screen's.

SMILES	TDP1 inh	DT40 TDP1 no CPT	N370S GC mod
CCc1cccc(NC(=O)CN(C)S(=O)(=O)c2cccs2)c1	-5%	?	11%
COc1ccc(-c2nnc(SCC(=O)c3ccc[nH]3)o2)cc1	2%	-22%	4%
OC1C2(Cc3ccccc3)CN3CCN(C2)CC1(Cc1ccccc1)C3 (stereo not drawn)	0%	-8%	4%
Cc1noc(C)c1COc1ccccc1C(=O)NNC(=O)c1ccccc1	6%	-34%	-6%
COc1cc(OC)c(-n2cc(-c3ccc(OC)c(OC)c3)[nH]c2=S)cc1Cl	nt	-6%	-15%
CC(=O)Nc1ccc(S(=O)(=O)NCC2CCC(C(=O)NCc3ccccc3Cl)CC2)cc1 (stereo not drawn)	3%	-11%	nt
O=C(C1CCCN(S(=O)(=O)c2cccc3nonc23)C1)N1CCN(c2ccccc2Cl)CC1 (stereo not drawn)	-2%[12.3 µM]	16µM*	-12%
Cc1csc(NC(=O)CN2C(=O)C3CC=CCC3C2=O)n1 (stereo not drawn)	1%	-4%	-6%
COc1ccccc1NC(=O)CN1CCCCCC1	0%	-23%	-10%
COC(=O)Cn1c(=NC(=O)c2cccc(OC)c2)sc2cc(OC)ccc21	nt	23µM*	2%
COc1ccc(C[C@H]2CN3C(=NC[C@@H]3Cc3ccccc3)N2CCNC(=O)CCC2CCCCC2)cc1	6%	16µM*	-15%
CCOC(=O)CNS(=O)(=O)Cc1ccccc1	0%	11%&-11%	nt
Cc1oc2ccc(OCc3cccc(Cl)c3)cc2c1C(=O)O	nt	7%	-4%
COc1ccc(S(=O)(=O)N2CCCCCC2)cc1C(=O)NCCc1ccccc1	0%	?	nt
O=c1[nH]c2cc3c(cc2cc1CN(Cc1nnnn1C1CCCC1)C1CCCC1)OCCO3	4%	26µM*	-26%
O=C1C=C(c2ccc(C(=O)O)c(Cl)c2)C[C@@H](c2ccc3c(c2)OCO3)C1	-12%	-10%	nt
O=[N+]([O-])c1ccc(O)c(C(C#Cc2ccccc2)N2CCOCC2)c1 (stereo not drawn)	nt	-16%	?
CCCN1C(=O)CN(C2CCCCC2)C(=O)C1c1ccc(OC)c(OC)c1 (stereo not drawn)	10%	-15%	nt
COC(=O)Cn1c2[n+](c3ccccc31)CC(O)CS2 (stereo not drawn)	1%	7%	0%
COc1ccc(-c2sc3ccc(-c4ccc5c(c4)OCO5)cc3c2-c2ccc(OC)nc2)cc1	0%	?	nt

A few values from the results shown.
Cc1oc2ccc(OCc3cccc(Cl)c3)cc2c1C(=O)O in DT40 TDP1 no CPT reads 7%
O=C1C=C(c2ccc(C(=O)O)c(Cl)c2)C[C@@H](c2ccc3c(c2)OCO3)C1 in TDP1 inh reads -12%
COc1ccc(S(=O)(=O)N2CCCCCC2)cc1C(=O)NCCc1ccccc1 in TDP1 inh reads 0%
CCCN1C(=O)CN(C2CCCCC2)C(=O)C1c1ccc(OC)c(OC)c1 (stereo not drawn) in DT40 TDP1 no CPT reads -15%
O=[N+]([O-])c1ccc(O)c(C(C#Cc2ccccc2)N2CCOCC2)c1 (stereo not drawn) in DT40 TDP1 no CPT reads -16%
COc1ccc(C[C@H]2CN3C(=NC[C@@H]3Cc3ccccc3)N2CCNC(=O)CCC2CCCCC2)cc1 in N370S GC mod reads -15%

(further entries)
SMILES	TDP1 inh	DT40 TDP1 no CPT	N370S GC mod
CCN(CC)CCCNC(=O)C1CCCN(c2nnc(N3CCCC3=O)s2)C1 (stereo not drawn)	0%	0%	-3%
CCOC(=O)C1(CCOc2ccccc2)CCN(Cc2ccncc2)CC1	6%	26µM*	24%
Cc1occc1-c1nnc(SCC(=O)N(C)C)o1	-5%	-16%	?
CCN(CC)CC(=O)Nc1sc2c(c1C(=O)c1ccccc1OC)CCC2	-5%	15µM*	4%
N#Cc1nc(Cc2cccc3ccccc23)oc1NCc1ccc(F)cc1	6%	21µM*	?
Cc1cccc(Sc2ccc([N+](=O)[O-])cn2)c1	5%	-23%	-11%
Cc1ccc(NC(=O)Cn2nnc(C(=O)NCc3cccs3)c2N)c(C)c1	-11%	17%	1%
Cc1ccc(C)c(Cn2nnc3c(=O)[nH]c(C4CCN(S(=O)(=O)c5ccc(S(=O)(=O)NC6CC6)cc5)CC4)nc32)c1	nt	18µM*	-4%
Cc1cccc(-c2nc3scc(CCNC(=O)c4ccc(Br)o4)n3n2)c1	5%	?	nt
O=C(COC(=O)c1ccc(C(F)(F)F)cc1)NC(=O)C1CCCCC1	1%	-11%	nt
COc1ccc(-c2csc(Nc3ncccn3)n2)cc1C	nt	1%	2%
O=C(Cc1ccc(Br)cc1)N1CCN(C(=O)c2ccccc2)CC1	-1%[56.1 µM]	5%	nt
COc1ccc(C2CC(c3ccccc3)=NN2C(=O)COC(=O)c2cccc(N)c2)cc1 (stereo not drawn)	1%	?	nt
COc1ccccc1N1CCN(CC(=O)NCCc2ccc(S(N)(=O)=O)cc2)CC1	1%	-1%	-1%
N#Cc1nc(-c2cccs2)oc1NCc1ccc2c(c1)OCO2	6%	?	nt
CC1=C(C(=O)Nc2cccnc2)C(c2ccccn2)n2nnnc2N1 (stereo not drawn)	10%	0%	5%
CCOc1ccc(S(=O)(=O)N(C)c2ccc(OCC(=O)Nc3ccccc3F)cc2)cc1	-3%	?	1%
N/C(=N\OC(=O)c1cccc(Cl)c1)c1ccccn1	3%	?	-4%
O=C(O)c1ccc(NCCc2ccc(Cl)cc2)c([N+](=O)[O-])c1	5%	-17%	6%
COc1ccc(-c2ccc3c(c2)S(=O)(=O)c2cccc(C(=O)NC4CCCC4)c2C3=O)cc1OC	0%	-22%	nt
CCCCCn1c(CN2CCN(C(=O)c3ccco3)CC2)nc2c1c(=O)n(C)c(=O)n2C	nt	?	-16%
CN(C)CCCN(C(=O)c1cc(Cl)sc1Cl)c1nc2cc3c(cc2s1)OCO3	7%	-25%	-19%
CCN(C(=O)Cn1c(=O)oc2ccccc21)C1CCS(=O)(=O)C1 (stereo not drawn)	3%	12%	8%
Cc1cccnc1NC(=O)c1c(O)c2cccc3c2n(c1=O)CCC3	4%	?	4%
COc1cc(C(CC(=O)Nc2ccc(Br)cn2)N2Cc3ccccc3C2=O)cc(OC)c1OC (stereo not drawn)	6%	?	nt
COc1ccc(Cl)cc1N1C(=O)CC(N2CCN(S(=O)(=O)c3ccccc3F)CC2)C1=O (stereo not drawn)	2%	-8%	nt
CSc1nnc(CCNS(=O)(=O)c2ccccc2Br)n1C	1%	-11%	4%
Cc1cc(Cl)c(OCCOCCN2CCCC(C)C2)c(Br)c1 (stereo not drawn)	0%	16µM*	-5%
CC1CCN(CCCNC(=O)C2CCN(S(=O)(=O)N3CCCCC3)CC2)CC1	-1%	-6%	nt
CCC(Sc1nc2cc3c(cc2c(=O)n1CCCC(=O)NCc1ccc2c(c1)OCO2)OCO3)C(=O)NCCCOC (stereo not drawn)	0%	-16%	nt
CC(C)N1CCN(Cc2cccn2-c2nccs2)CC1CCO (stereo not drawn)	8%	4%	3%
CCn1c(=O)c(C(=O)NNS(=O)(=O)c2ccc(NC(=O)OC)cc2)c(O)c2ccccc21	8%	-1%	-3%
Cc1ccc2nc(SCC(=O)NCc3ccco3)[nH]c2c1	1%	-21%	nt
CSc1nsc(SCC(=O)Nc2ccc(NC(C)=O)cc2)n1	2%	-4%	-1%
O=C(CSc1ncc2c(n1)-c1ccccc1N(Cc1ccc(Cl)cc1)S2(=O)=O)c1ccc(Cl)cc1	-3%	?	nt
COc1ccc(/C=C/C(=O)N(C)c2ccccc2C(=O)O)cc1	5%	8%	-3%
CS(=O)(=O)N(CC(=O)NCc1ccc(Cl)cc1)C1CCCCC1	1%	15µM*	-3%
COc1ccc(NC(=O)C(C)n2nc(-c3ccc(C)c(C)c3)ccc2=O)cc1OC (stereo not drawn)	5%	16µM*	nt
COc1ccc([N+](=O)[O-])cc1NCc1ccccc1C	-4%	-27%	17%
CC(C)(C)OC(=O)NC1CCN(S(=O)(=O)c2ccc3c(c2)OCCO3)CC1	nt	?	-6%

Single records, as listed above. Order of screens: TDP1 inh	DT40 TDP1 no CPT	N370S GC mod
Record of COc1ccc([N+](=O)[O-])cc1NCc1ccccc1C → -4%	-27%	17%
Record of CS(=O)(=O)N(CC(=O)NCc1ccc(Cl)cc1)C1CCCCC1 → 1%	15µM*	-3%

The list goes on:
SMILES	TDP1 inh	DT40 TDP1 no CPT	N370S GC mod
CCN(CCCNC(=O)Cn1ncc2c([nH]c3ccccc32)c1=O)Cc1ccccc1	4%	?	-5%
Cc1ccc(NC(=O)Nc2ccccc2CC[N+](=O)[O-])cc1	3%	2%	1%
O=C(C1=C[C@H](C2CC2)C[C@H](OCc2ccc(CO)cc2)O1)N1CCN(Cc2ccc3c(c2)OCO3)CC1	3%	?	24%
Cc1nn(-c2ccccc2)c2c1C(c1ccc([N+](=O)[O-])cc1)C(C#N)=C(N)O2 (stereo not drawn)	5%	?	-4%
CC(=O)c1cccc(-n2c(=O)c3c4c(sc3n(Cc3cccc(C)c3)c2=O)CN(C(C)=O)CC4)c1	-5%	15µM*	nt
COc1ccc(NC(=O)CN(C)C(=O)c2ccc(C)s2)cc1	2%	-3%	9%
O=C(NCCCc1ccccc1)C1CCC(=O)N(Cc2ccc(Cl)cc2)C1 (stereo not drawn)	5%[56.1 µM]	?	-4%
CC(C)(C)c1cc(-c2ccccc2)n[nH]1	nt	8%	12%
COc1cc(C(=O)OCC(=O)N(C)c2ccccc2)cc(OC)c1OC	nt	-1%	-14%
O=C(NN=C1CCCC1)c1cc(Br)ccc1O	3%[56.1 µM]	-1%	-8%

4 of the compounds above, as labelled records:
> Cc1oc2ccc(OCc3cccc(Cl)c3)cc2c1C(=O)O
  TDP1 inh: nt
  DT40 TDP1 no CPT: 7%
  N370S GC mod: -4%
> COc1ccc(S(=O)(=O)N2CCCCCC2)cc1C(=O)NCCc1ccccc1
  TDP1 inh: 0%
  DT40 TDP1 no CPT: ?
  N370S GC mod: nt
> O=c1[nH]c2cc3c(cc2cc1CN(Cc1nnnn1C1CCCC1)C1CCCC1)OCCO3
  TDP1 inh: 4%
  DT40 TDP1 no CPT: 26µM*
  N370S GC mod: -26%
> O=C1C=C(c2ccc(C(=O)O)c(Cl)c2)C[C@@H](c2ccc3c(c2)OCO3)C1
  TDP1 inh: -12%
  DT40 TDP1 no CPT: -10%
  N370S GC mod: nt

(next part)
SMILES	TDP1 inh	DT40 TDP1 no CPT	N370S GC mod
O=C(Cn1ncc2c(Cl)cccc21)NCc1cccc(F)c1	-9%	-9%	nt
COc1ccc(S(=O)(=O)N(C)CC(=O)Nc2cccc(C(C)=O)c2)cc1Cl	2%	13µM*	7%
Cc1ccccc1Nc1scc(-c2ccc(Cl)cc2)[n+]1-c1ccccc1C	5%	23µM*	-16%
Cc1ccc(S(=O)(=O)N2CCCCC2)cc1NC(=O)[C@@H]1CCCN1C(=O)c1cccs1	1%	14%	nt
CC(C)(C)c1ccc(C(=O)C2CCCN(C(=O)C3CCOCC3)C2)cc1 (stereo not drawn)	0%	16µM*	5%
COc1ccc(NC(=O)[C@@H]2CCCN2S(=O)(=O)c2ccc(Cl)cc2)cc1	0%	?	nt
COc1cc(Nc2ccc(C(=O)O)cc2[N+](=O)[O-])cc(OC)c1	3%	?	10%
CC(=O)c1sc(NC(=O)c2ccc(F)c(S(=O)(=O)N3CCOCC3)c2)nc1C	2%	-12%	nt
CC(C)(C)OC(=O)C[C@H]1C/C=C\C[C@H](CC(=O)N(CCO)Cc2ccccc2)C(=O)NC[C@H](c2ccccc2)OC1=O	-2%	?	nt
CC1Cc2ccccc2N1C(=O)c1cc2c(=O)n3ccccc3nc2n1C (stereo not drawn)	2%	?	8%
CCCCN(CCCC)NC(=O)c1ccccc1	3%	3%	-3%
Cc1ccc2nc3c(cc(C(=O)NCC4CCCO4)c(=N)n3C3CCCC3)c(=O)n2c1 (stereo not drawn)	4%[0.0935 µM]	?	?
COC(=O)c1nn(-c2ccc(Oc3ccccc3)cc2)c(=O)cc1O	2%	?	1%
N#CCCn1c(=O)c(-c2ccccc2)nc2cnc(OCc3ccccc3)nc21	nt	?	?
COc1ccc(C(C)=O)cc1COC(=O)c1cnc(C)cn1	-1%	0%	3%
Cc1cc(C)n(C(CC(=O)O)C(=O)O)n1 (stereo not drawn)	2%	-15%	-6%
COCCN1C=C2C(=O)C(C)(OC(=O)C3CCCC3)C(=O)C=C2C=C1c1ccsc1 (stereo not drawn)	11%[21 µM]	-8%	-2%[12.8 µM]
CCCCOc1ccc(C2C(C(=O)c3ccc(C)o3)=C(O)C(=O)N2CC2CCCO2)cc1 (stereo not drawn)	1%	23µM*	14%
Cc1ccc(-n2nnnc2SCC(=O)NC2CC2)cc1C	5%	-2%	-2%
COc1ccccc1OCc1nn[nH]n1	nt	2%	0%
O=C(Nc1cc2c(cc1Br)OCCCO2)c1ccccc1	5%	-9%	16%
